High-throughput results deposited in PubChem BioAssay by Sanford-Burnham Center for Chemical Genomics.
APJ antagonist – blocks the human apelin receptor APJ. AID 2521. P35414. inhibition, % at 20 µM. CHO-K1 APJ beta-arrestin complementation, luminescence. 0.32% of 330,000 active;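 active = inhibition above about 40% at 20 µM, limit read from the data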;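 also: cells challenged with 10 nM apelin-13 agonist together with compound; plate controls were apelin-13 plus DMSO wells for no effect and DMSO wells lacking apelin-13 for full effect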
Target sequence (P35414 whole entry, looked up): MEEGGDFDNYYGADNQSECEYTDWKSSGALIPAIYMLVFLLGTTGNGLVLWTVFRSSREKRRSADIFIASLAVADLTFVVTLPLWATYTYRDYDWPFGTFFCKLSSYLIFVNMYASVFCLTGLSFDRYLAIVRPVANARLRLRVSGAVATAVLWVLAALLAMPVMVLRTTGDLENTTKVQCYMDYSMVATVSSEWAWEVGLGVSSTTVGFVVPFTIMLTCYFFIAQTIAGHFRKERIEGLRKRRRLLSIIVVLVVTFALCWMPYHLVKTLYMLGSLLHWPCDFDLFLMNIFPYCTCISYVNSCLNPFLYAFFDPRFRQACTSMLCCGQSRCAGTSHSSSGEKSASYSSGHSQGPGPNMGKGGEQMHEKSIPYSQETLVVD
APJ ag – activates the human apelin receptor APJ | P35414 | CHO-K1 APJ PathHunter beta-arrestin, luminescence; 0% DMSO wells, 100% apelin | activation, % at 20 µM | 0.11% of 330,000 active;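 active = activation more than six SD over the plate average, tested at 20 µM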;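 also: 0% = DMSO alone and 100% = apelin-13 at 10 nM; some results filed as inactive read as strong as hits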
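system = engineered CHO-K1 APJ arrestin reporter cells | input = 1000 cells per well | timing = overnight seeding, 90 min compound at 25 °C, 1 h detection | measured by = enzyme-fragment complementation luminescence | read-out = beta-arrestin recruitment to APJ as agonist activity, luminescent signal | control set = negative DMSO alone, positive Apelin-13 at 10 nM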
tim23-1 inh – growth inhibitors of tim23-1 mutant yeast; S. cerevisiae tim23-1 growth, BacTiter-Glo luminescence, 24 h; inhibition, % at 20 µM; 1.3% of 330,000 active; AID 463212;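 active = growth inhibition of the mutant yeast at or above 50%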;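 also: temperature-sensitive mutant grown at 25 °C; plate controls were DMSO-treated mutant yeast for no effect and medium wells lacking yeast for full effect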
CHOP UPR activ – activators of apoptotic arm of unfolded protein response (CHOP); CHO-CHOP luciferase reporter, UPR activation, luminescence; percent of tunicamycin response over DMSO baseline; activation, % at 10 µM; 0.34% of 330,000 active;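 active = at 10 µM dose, activation of 40% or more, normalized to positive control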;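 also: 100% = tunicamycin at 10 µg/mL and 0% = DMSO alone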
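Evaluation: % reporter activation, DMSO baseline versus tunicamycin full activation; System: CHO-CHOP luciferase reporter cell line; Input: 500 cells/well; Incubation: 6 h compound treatment, 37 °C; Measured by: Steady-Glo luciferase luminescence; Dosing: one dose, 10 µM in 0.5% DMSO; Buffer or medium: F12 medium, 10% FBS; Benchmarks: positive tunicamycin 10 µg/mL, negative DMSO alone.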
UPR XBP1 act – activators of adaptive arm of unfolded protein response (XBP1). activation, % at 20 µM. AID 463104. CHO-XBP1 luciferase reporter, IRE1-XBP1 UPR activation, luminescence; percent of tunicamycin response, DMSO as zero. 0.33% of 330,000 active;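 active = versus positive control, 20 µM dose yields 30% or more activation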;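 also: 100% = tunicamycin at 10 µg/mL and 0% = DMSO only wells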
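Test system: CHO-XBP1 luciferase reporter cells | Buffer or medium: Serum-containing F12 medium, 10% FBS | Schedule: 6 h compound exposure at 37 °C, 5% CO2 | Detection: Steady-Glo luciferase glow luminescence, 10 min after reagent addition | Read-out basis: Activation, % of tunicamycin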
697 NFkB inh – lowers PMA/ionomycin-induced NF-kB signal in 697 B cells | inhibition, % at 4 µM | 697 B-cell NF-kB luciferase reporter, 16 h | 0.33% of 330,000 active; in the data active = inhibition above about 35%
Jurkat NFkB inh – lowers PMA/ionomycin-induced NF-kB signal in Jurkat cells; PMA/ionomycin-induced NF-kB luciferase reporter, luminescence; inhibition, % at 4 µM; 0.53% of 330,000 active; AID 435003; in the data active = inhibition above about 50%
Mdm2 MdmX PPI – inhibitors of human Mdm2/MdmX interaction | O15151+Q00987 | SaOS-2 split-luciferase Mdm2/MdmX complementation, luminescence | inhibition, % at 8 µM | 3% of 330,000 active | AID 485346;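 active = inhibition of at least 50% at 8 µM in the primary screen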
* marks the source's active call; other numbers are inactive results; / = not tested or not shown.

SMILES	APJ antagonist	APJ ag	tim23-1 inh	CHOP UPR activ	UPR XBP1 act	697 NFkB inh	Jurkat NFkB inh	Mdm2 MdmX PPI
COc1ccc(Cl)cc1C(=O)Nc1ccncc1	14	-1	22	1.8	-1	9	-1	34
COCCCn1c(SCC(=O)NCc2ccccc2)nc2ccccc2c1=O	4	2	13	-0.3	-4	1	8	-9
Cc1ccccc1CN1CCN(S(=O)(=O)c2ccc(F)cc2)CC1	8	0	26	-1.6	0	-44	-8	-15
Cc1ccc(NC(=O)NC2(C(=O)NCc3ccco3)CCCCC2)cc1	-1	-6	-6	1.3	0	18	-8	-6
CN(C(=O)CSc1ncnc2sccc12)C1CCCCC1	11	-4	24	4.2	2	-80	-71	-124
O=C(CN1C(=O)c2ccc([N+](=O)[O-])cc2C1=O)Nc1nccs1	-15	-1	3	0.8	0	22	-2	5
COC(=O)Cc1ccc(NC(=S)NCCSc2ccc(C)cc2)cc1	-11	-2	13	-0.7	1	-3	-4	20
CCOC(=O)c1ccc(N2NC(=O)/C(=C/c3ccc(OC(=O)c4ccco4)c(OC)c3)C2=O)cc1	28	-5	26	9.1	11	22	10	6
CCOc1ncccc1C(=O)Nc1nnc(C)s1	11	-4	5	0.4	6	23	14	-21
O=C(Nc1ccc(OC(=O)c2cccnc2)cc1)c1cccnc1	8	-4	6	-3.6	2	-12	-4	6
N#Cc1ccc(C(=O)N2CCN(S(=O)(=O)c3ccc(Cl)s3)CC2)cc1	32	3	22	-0.7	-1	3	15	12
COc1cc(C)c(Cl)cc1S(=O)(=O)NCCN1CCOCC1	0	-3	13	0.6	2	6	-18	-6
CN1C(=O)NC(c2ccc(O)cc2)C(C(=O)c2cccs2)C1(O)C(F)(F)F (stereo not given)	-1	-1	-5	1.4	-1	-10	-69	-6
COc1cc(C(=O)OCCN2CCCCC2)ccc1O	3	1	14	-1.0	-5	3	-13	9
CC1CCN(CC(=O)NC2CCCCC2)CC1	2	-1	-5	-0.7	-1	13	-18	7
Cc1ccc(NC(=O)Cn2c3ccc(F)cc3c3nc4n(c(=O)c32)CCS4)cc1F	12	-1	8	0.1	-3	12	9	15
COc1ccc(-c2cc(C)no2)cc1S(=O)(=O)N1CCN(c2ccc([N+](=O)[O-])cc2)CC1	-14	-3	21	2.4	-1	-22	28	32
CC(C)c1ccc(NC(=O)c2snc3ccc(Cl)cc23)cc1	16	-4	15	5.7	11	-128	-122	-75
O=C(Nc1nnc(C2CCCCC2)s1)C1CC(=O)N(c2ccccc2)C1 (stereo not given)	7	1	6	-0.9	-3	5	0	-20
CS/C(=C\[N+](=O)[O-])Nc1ccc(C)cc1	2	-3	28	-1.8	1	11	9	-17
Cc1cc(C)n(CCN(C)C(=O)C2CCC(=O)N(CCN3CCOCC3)C2)n1 (stereo not given)	2	0	-9	-0.7	-2	-8	3	3
O=C(O)Cn1nnnc1SCC(=O)Nc1ccccc1F	-13	-1	-3	0.0	3	5	2	-16
N#Cc1c(N)nc2c(c1-c1cccnc1)CCCCC2	-9	-2	19	2.0	1	6	14	4
CCOC(=O)c1ccc(NC(=O)NCCN2CCCCC2)cc1	-19	1	-4	1.4	3	-17	-21	-22
Cc1ccc(NC(=O)Cn2cnc3c(nnn3Cc3ccc(F)cc3)c2=O)cc1	27	-5	0	1.9	0	11	10	7
CCOC(=O)c1[nH]c(C(=O)O)c(CCC(=O)OC)c1C	13	0	7	-0.1	1	-10	-2	-2
O=C1/C(=C/c2cccc(Cl)c2)SC(=S)N1CCC(=O)N1CCCCC1CCO (stereo not given)	9	2	43	1.0	-5	-8	15	63*
CC12CCC(C(=O)N(c3ccccc3Cl)C1=O)C2(C)C (stereo not given)	1	-3	4	-1.6	4	-12	-2	24
CCCCN(C(=O)c1ccncc1)c1c(N)n(CCC)c(=O)[nH]c1=O	-1	2	1	-2.4	-1	10	2	7
Cc1ccc(-n2[nH]c(C)c(C=Nc3ccc4[nH]c(=O)[nH]c4c3)c2=O)cc1	8	/	0	2.3	0	8	-7	10
Cc1cc(C)n(CC(=O)N/N=C/c2ccc3c(c2)OCO3)n1	-1	-1	5	2.3	0	-6	-12	-1
Cc1ccc(C)c(NS(=O)(=O)c2ccc(OCC(=O)N3CCOCC3)cc2)c1	2	0	22	-1.5	-2	-1	-12	-21
O=C(CSc1nnc(NC(=O)c2ccc(F)cc2F)s1)NC1CC1	11	-2	12	1.0	-7	-1	-2	11
COc1ccc(CN(C)C(=O)COC(=O)c2c(C)nn(-c3ccc(F)cc3)c2Cl)cc1	9	-3	32	-0.3	-1	15	11	19
CC(=O)Oc1ccc2c3c(c(=O)oc2c1C)CCCC3	12	-1	17	0.2	3	13	-2	24
CCNc1nc(SCCOc2ccc(Br)cc2)nc(N(C)C)n1	6	-3	14	-1.8	0	-18	-7	-4
O=S(=O)(c1ccc(Nc2ccc(-c3ccc4c(c3)OCCO4)nn2)cc1)N1CCCC1	6	0	1	2.7	8	-57	-1	33
Cc1noc(/C=C/N(C)C)c1S(=O)(=O)N1CCCC(C(=O)NCc2cccs2)C1 (stereo not given)	15	-2	14	0.5	-3	-4	7	4
COCCn1c(=NC(=O)CSCC(=O)N2CCOCC2)sc2ccccc21	13	4	0	1.0	-2	4	-1	-4
CC(C)Sc1nc2c(c(=O)n1C)SC(C)C2 (stereo not given)	5	-1	-1	1.4	1	6	0	9
C/C(Cl)=C/CSc1nnc2n(N)c(=O)c3ccccc3n12	16	-3	-10	-1.6	2	5	-2	12
NC(=O)C1CCN(c2nc(-c3cccc(Cl)c3)cs2)CC1	14	-2	20	4.8	5	-107	13	-28
COc1ccc(CN2CCNC(=O)C2CC(=O)NCC2CCOCC2)c(F)c1 (stereo not given)	11	6	12	2.6	-4	8	3	-5
Cc1ccc(CSc2nnc(-c3cccnc3)n2N)cc1	4	-4	6	-0.9	-1	7	7	7
COc1ccc([N+](=O)[O-])cc1NS(=O)(=O)c1cc(C(=O)N2CCN(C)CC2)ccc1OC	9	-5	-8	4.2	-2	-2	-19	-22
COc1ccc(CCNC(=S)NC2CCN(Cc3ccccc3)CC2)cc1	6	0	-7	-1.4	-3	-4	-1	24
C/C(=N\NC(=O)NC1CCCCC1)c1ccc(OC(F)F)cc1OC(F)F	-12	0	42	1.1	5	-11	-14	1
COCCn1c(C)cc(C(=O)COC(=O)c2ccc(-n3nc(C)cc3C)cc2)c1C	0	-1	-9	-1.4	-4	1	5	50
CCS(=O)(=O)c1ccc(O)c(NC(=O)c2ccc(S(=O)(=O)N3CCCCCC3)cc2)c1	-7	-2	-6	1.2	-2	10	5	10
COc1ccc(OCC(O)CN2CCN(c3ccc(OC)cc3)CC2)cc1 (stereo not given)	10	-3	27	0.9	-1	-7	2	5
COc1ccccc1OCc1ccc(C(=O)N2N=C(C(F)F)CC2(O)C(F)F)o1 (stereo not given)	-10	-2	31	1.0	1	13	3	27
O=C(NCc1ccccc1)C1=C[C@@H](c2ccc(C(F)(F)F)cc2)C[C@@H](OCCCCO)O1	20	1	42	0.8	0	0	7	15
CCCOC(=O)CN1C(=O)c2ccccc2C1=O	9	-1	-7	0.8	-6	3	14	3
Oc1ccc(N2Cc3ccccc3C2)cc1	-29	5	28	1.9	1	-2	-28	6
COc1cccc(OC)c1C(=O)NC(=S)NCc1ccccc1	18	1	-9	1.6	-1	-5	-1	25
O=C1c2ccccc2C(=O)N1CCCc1nc(-c2ccccc2)no1	6	-3	-6	0.6	1	-16	-1	6
CC(C)CN(CC(C)C)c1nnc(N)s1	14	-1	-1	0.2	1	14	3	9
C/C(CC(=O)NCc1ccco1)=N\NC(=O)Cc1ccccc1	-9	-2	-1	-1.6	4	-3	-6	7
CC12CCC(C(=O)NNC(=O)c3ccc(F)cc3)(OC1=O)C2(C)C (stereo not given)	7	-5	-18	-1.0	-3	18	-28	12
Cc1ccc2nc(-c3cccc(S(=O)(=O)N4CCCC4)c3)cn2c1	-13	8	26	4.4	0	-39	-28	-6

Compounds from the list above that have a furan ring, fused or not, in the order listed:
SMILES	APJ antagonist	APJ ag	tim23-1 inh	CHOP UPR activ	UPR XBP1 act	697 NFkB inh	Jurkat NFkB inh	Mdm2 MdmX PPI
Cc1ccc(NC(=O)NC2(C(=O)NCc3ccco3)CCCCC2)cc1	-1	-6	-6	1.3	0	18	-8	-6
CCOC(=O)c1ccc(N2NC(=O)/C(=C/c3ccc(OC(=O)c4ccco4)c(OC)c3)C2=O)cc1	28	-5	26	9.1	11	22	10	6
COc1ccccc1OCc1ccc(C(=O)N2N=C(C(F)F)CC2(O)C(F)F)o1 (stereo not given)	-10	-2	31	1.0	1	13	3	27
C/C(CC(=O)NCc1ccco1)=N\NC(=O)Cc1ccccc1	-9	-2	-1	-1.6	4	-3	-6	7

Following part
SMILES	APJ antagonist	APJ ag	tim23-1 inh	CHOP UPR activ	UPR XBP1 act	697 NFkB inh	Jurkat NFkB inh	Mdm2 MdmX PPI
COC1=C(OC)c2ccccc2C(C(=O)O)N/C1=C(/C)Nc1ccncc1 (stereo not given)	-10	-3	11	-3.0	3	23	11	-21
CCOc1ccc(NC(=O)CNC(=O)c2ccco2)cc1	6	-1	-7	2.2	-3	-8	-4	-37
FC(F)(F)c1cccc(NC(=S)Nc2ccc(Cl)cc2Cl)c1	-7	0	46	0.9	-4	-11	-15	11
Cc1cc(Nc2ccccc2)c2c([N+](=O)[O-])cc(C)c(C)c2n1	16	2	45	-1.9	6	4	11	23
COc1ccc2nc(C)cc(N3CCN(c4ccccc4)CC3)c2c1	4	-1	18	0.8	-1	-17	18	23
C#CCOC(=O)C[N+](C)(C)C/C=C/c1ccccc1	6	-2	7	-1.6	7	-7	-4	-1
CC(C)(C)c1cc(C(=S)N2CCCC2)cc(C(C)(C)C)c1O	22	-4	31	-2.5	-2	-9	-16	5
O=C(CSc1nnc(C2CC2)n1-c1ccccc1)Nc1ccc(N2CCOCC2)cc1	-5	-4	5	-2.6	-1	1	0	-10
O=C(c1ccc(C(=O)N2CCCCCC2)cc1)N1CCCCCC1	-19	-4	7	-1.1	6	24	2	-8
CC(C)[C@H](NC(=O)c1ccccc1)C(=O)OCC(=O)N1CCc2ccccc2C1	-14	-4	5	0.4	0	6	-9	9
CCC(Cc1ccccc1)NS(=O)(=O)c1c(C)nc2scc(C)n2c1=O (stereo not given)	9	0	19	-3.0	-3	3	1	11
CC(C)N(C(=O)Cn1c(SCC(=O)NC2CC2)nc2ccccc21)C(C)C	13	-3	3	0.5	5	15	11	-6
CN(C)CCCN(Cc1cc2cc3c(cc2[nH]c1=O)OCO3)C(=S)Nc1cccc(Cl)c1	-6	0	47	0.7	-1	-12	-13	59*
O=C(Nc1ccc2c(c1)OCCO2)c1cccc(S(=O)(=O)N2CCCCC2)c1	6	-3	34	-0.7	-2	-13	15	-1
COc1ccc2nc(NC(=O)C3CCN(S(=O)(=O)c4cnc[nH]4)CC3)sc2c1	7	0	-1	-1.0	-1	7	-5	3
